tim23-1 inh: tim23-1 yeast growth inhibition. 330,000 tested, 1.3% active. inhibition, % at 20 µM. S. cerevisiae tim23-1 growth, BacTiter-Glo luminescence, 24 h. AID 463212;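 active = growth inhibition of the mutant yeast at or above 50%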;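 note: temperature-sensitive mutant grown at 25 °C; plate controls were DMSO-treated mutant yeast for no effect and medium wells lacking yeast for full effect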
CXCR6 block: blocks human CXCR6 beta-arrestin recruitment; O00574; inhibition, % at 20 µM; 360,000 tested, 0.36% active; CHO-K1 PathHunter CXCR6 beta-arrestin, luminescence; in the data active = inhibition above about 34%, passing the limit was not always enough;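 note: antagonist mode with CXCL16 agonist at 10 nM final; 0% = 10 nM CXCL16 with DMSO and 100% = unstimulated wells without agonist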
EBI2 block: blocks human EBI2 receptor beta-arrestin signaling | P32249 | EBI2 beta-arrestin recruitment, luminescence, 7a,25-OHC stimulated | inhibition, % at 5 µM | 360,000 tested, 0.81% active | AID 651636; in the data active = inhibition above about 38%;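 note: enzyme fragment complementation signal reports receptor beta-arrestin coupling in cells; 0% = agonist plus DMSO wells and 100% = wells without agonist; some results beyond the cut were filed as inactive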
Mdm2-MdmX inh: inhibitors of human Mdm2/MdmX interaction | O15151+Q00987 | SaOS-2 split-luciferase Mdm2/MdmX complementation, luminescence | inhibition, % at 8 µM | 330,000 tested, 3% active | AID 485346;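 active = inhibition of at least 50% at 8 µM in the primary screen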
Target sequence (O15151 whole entry, looked up): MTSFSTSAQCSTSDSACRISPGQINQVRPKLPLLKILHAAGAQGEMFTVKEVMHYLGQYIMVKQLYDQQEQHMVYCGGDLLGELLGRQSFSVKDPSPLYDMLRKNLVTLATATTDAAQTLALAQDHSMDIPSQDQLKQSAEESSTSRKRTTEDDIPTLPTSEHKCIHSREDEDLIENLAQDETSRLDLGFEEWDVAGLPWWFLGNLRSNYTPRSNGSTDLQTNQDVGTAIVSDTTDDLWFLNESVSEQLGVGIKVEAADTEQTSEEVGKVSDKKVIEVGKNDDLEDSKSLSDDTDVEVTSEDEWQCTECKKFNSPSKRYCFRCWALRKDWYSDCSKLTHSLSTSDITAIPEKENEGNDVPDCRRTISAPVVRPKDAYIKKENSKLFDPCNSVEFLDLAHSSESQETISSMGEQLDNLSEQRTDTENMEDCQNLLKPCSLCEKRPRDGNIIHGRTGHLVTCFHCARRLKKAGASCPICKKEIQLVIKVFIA
Target sequence (Q00987 whole entry, looked up): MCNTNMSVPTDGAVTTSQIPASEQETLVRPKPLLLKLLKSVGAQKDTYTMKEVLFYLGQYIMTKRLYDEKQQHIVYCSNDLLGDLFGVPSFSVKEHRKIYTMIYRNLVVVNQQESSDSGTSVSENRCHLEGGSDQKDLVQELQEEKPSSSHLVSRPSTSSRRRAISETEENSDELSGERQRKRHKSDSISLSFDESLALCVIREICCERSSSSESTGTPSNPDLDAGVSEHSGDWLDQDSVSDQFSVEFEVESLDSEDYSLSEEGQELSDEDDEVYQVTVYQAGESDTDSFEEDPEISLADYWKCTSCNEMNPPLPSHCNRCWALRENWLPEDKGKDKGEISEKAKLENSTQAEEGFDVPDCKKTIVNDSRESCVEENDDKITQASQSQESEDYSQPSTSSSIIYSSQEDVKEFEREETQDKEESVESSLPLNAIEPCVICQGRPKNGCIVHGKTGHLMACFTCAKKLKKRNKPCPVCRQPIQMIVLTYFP
CHOP UPR activ: activators of apoptotic arm of unfolded protein response (CHOP); CHO-CHOP luciferase reporter, UPR activation, luminescence; percent of tunicamycin response over DMSO baseline; AID 449763; activation, % at 10 µM; 330,000 tested, 0.34% active;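 active = at 10 µM dose, activation of 40% or more, normalized to positive control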;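 note: 100% = tunicamycin at 10 µg/mL and 0% = DMSO alone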
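measured by = luciferase luminescence | assay system = CHO-CHOP cells, stable luciferase reporter of PERK-eIF2a-CHOP signalling | amount = 500 reporter cells seeded per well | timing = 6 h compound exposure at 37 °C after overnight seeding | controls = positive tunicamycin 10 µg/mL, negative DMSO alone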
CCR6 antagonist: CCR6 (human) receptor antagonism; P51684; CHO-K1 CCR6 PathHunter beta-arrestin, luminescence, CCL20-stimulated; inhibition, % at 20 µM; 340,000 tested, 0.49% active; AID 493098;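 active = compounds whose inhibition of the agonist-driven luminescence signal at 20 µM reaches about 50%, limit read from the data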;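 note: cells stimulated with CCL20 at 14 nM final; plate controls were DMSO with CCL20 for no effect and DMSO without agonist for full effect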
APJ agonist: APJ receptor agonism; P35414; CHO-K1 APJ PathHunter beta-arrestin, luminescence; 0% DMSO wells, 100% apelin; activation, % at 20 µM; 330,000 tested, 0.11% active;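 active = activation more than six SD over the plate average, tested at 20 µM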;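 note: 0% = DMSO alone and 100% = apelin-13 at 10 nM; some results filed as inactive read as strong as hits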
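Material: engineered CHO-K1 APJ arrestin reporter cells; amount: 1000 CHO-K1 reporter cells seeded per well; incubation: compound stimulation 90 min at 25 °C, detection 60 min; signal: luminescent beta-gal fragment complementation, chemiluminescent substrate; read-out basis: APJ agonist activity; controls: DMSO-only wells as negative, 10 nM Apelin-13 as positive control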
XBP1 UPR activ: adaptive UPR (XBP1) activation. CHO-XBP1 luciferase reporter, IRE1-XBP1 UPR activation, luminescence; percent of tunicamycin response, DMSO as zero. activation, % at 20 µM. 330,000 tested, 0.33% active. AID 463104;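 active = versus positive control, 20 µM dose yields 30% or more activation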;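 note: 100% = tunicamycin at 10 µg/mL and 0% = DMSO only wells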
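Material: CHO-XBP1 cells stably carrying IRE1-XBP1-driven luciferase reporter / Amount: 1000 cells per well / Compound: 20 µM, 1% DMSO / Times: 6 h treatment, 37 °C / Detection: luciferase luminescence / Measure: % activation of reporter signal versus tunicamycin and DMSO controls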
APJ antagonist: APJ receptor antagonism; P35414; CHO-K1 APJ beta-arrestin complementation, luminescence; inhibition, % at 20 µM; 330,000 tested, 0.32% active; AID 2521;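 active = inhibition above about 40% at 20 µM, limit read from the data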;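 note: cells challenged with 10 nM apelin-13 agonist together with compound; plate controls were apelin-13 plus DMSO wells for no effect and DMSO wells lacking apelin-13 for full effect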
* = called active by the depositor.

SMILES	tim23-1 inh	CXCR6 block	EBI2 block	Mdm2-MdmX inh	CHOP UPR activ	CCR6 antagonist	APJ agonist	XBP1 UPR activ	APJ antagonist
O=C1Nc2ccc(S(=O)(=O)N3CCCC3)c3cccc1c23	11.9	-6.7	-2.7	16.3	-1.8	3.7	2.9	-1.1	2.7
CC12CCC(=O)N1C(C(=O)Nc1ccc(F)cc1)CS2 (stereo unspecified)	0.8	2.8	2.1	11.1	2.0	7.7	3.6	-5.0	14.4
O=C(NCc1ccccn1)c1ccc(N2CCCC2)c([N+](=O)[O-])c1	13.8	-2.0	7.8	1.5	-5.8	14.7	-2.8	-1.2	-20.4
CCOC(=O)C1CCN(C(=O)CCCOc2ccccc2)CC1	8.2	-4.2	17.4	14.4	-0.2	2.3	-5.8	-1.3	7.7
O=C(NNC1=C(C(=O)C(F)(F)F)CCC1)c1ccccc1Cl	6.7	5.9	-1.6	7.1	-4.1	-2.0	-5.0	-5.3	-5.1
O=[N+]([O-])c1ccc(Nc2ccc(N3CCOCC3)cc2)c([N+](=O)[O-])c1	6.0	-6.8	-17.3	-8.5	-1.1	13.6	0.2	0.8	4.0
CC1CCN(Cc2nnnn2CCCC(=O)NCCc2cnn(C)c2)CC1	6.2	-0.5	-7.8	-14.9	0.7	-3.1	-5.5	-9.2	15.9
CCOC(=O)c1sc(N)c(C#N)c1CSc1nnc(C2CC2)n1N	4.0	-2.2	-3.5	-8.1	-0.3	8.5	4.9	2.3	2.2
Cc1[nH]c2ccccc2c1CN1CCN(c2ccccn2)CC1	18.2	-6.0	11.8	15.1	50.2*	-15.9	-0.4	24.9	0.0
Cc1sc2nc(SC3CCOC3=O)n(Cc3ccccc3)c(=O)c2c1C (stereo unspecified)	22.8	11.6	-3.0	11.9	-1.2	11.9	-4.1	-3.6	0.4
Cc1csc(SCC(=O)NCc2ccccc2)n1	2.5	-4.8	2.0	-20.3	0.9	-2.5	-0.1	-1.4	15.5
Cc1nn(CC(=O)NCCN2CCOCC2)c(C)c1[N+](=O)[O-]	1.6	-3.6	-6.7	14.1	-0.2	12.7	-1.8	2.2	-10.3
CNC(=O)c1cc2cc(OC)ccc2oc1=N	16.9	-4.1	1.6	26.2	1.0	8.8	8.7	1.1	-6.1
Cc1cccc(C(=O)NCC(=O)Nc2ccc(S(=O)(=O)Nc3nc(C)cc(C)n3)cc2)c1	-5.1	-0.4	-8.4	12.5	0.5	-6.8	-2.7	0.7	0.0
CC12CCC(=O)N1C(C(=O)N1CCN(S(=O)(=O)c3cccc(Cl)c3)CC1)CS2 (stereo unspecified)	17.0	2.1	1.9	-3.0	1.8	3.5	2.9	-1.4	0.1
O=C(C[n+]1ccc(C(=O)NCc2ccccc2)cc1)c1ccc(Cl)cc1	-16.0	-3.2	10.8	5.1	4.5	18.7	-1.8	-6.7	9.6
CCCCOc1cccc(C2C(C(=O)c3cccs3)=C(O)C(=O)N2Cc2cccnc2)c1 (stereo unspecified)	12.9	25.6	-5.5	9.9	2.0	10.2	-3.8	-4.3	-12.2
O=C(c1ccc(-c2ccccc2)cc1)c1ccccc1C(=O)N1CCOCC1	31.5	-0.5	-7.0	5.0	1.1	10.4	-3.7	3.4	10.9
CC(=O)Oc1ccc(N2C(=O)C3C(C2=O)C(C(=O)c2ccc(Cl)cc2)N2CCCC32)cc1 (stereo unspecified)	38.2	4.2	-11.7	4.8	2.8	23.9	-1.7	3.0	7.1
N#CCCN(C(=O)COC(=O)/C=C/c1cccs1)c1ccccc1	6.1	4.8	-2.7	7.3	-0.1	15.6	-1.2	-1.2	10.0
Cc1nnc(NNS(=O)(=O)c2ccc(Cl)cc2)[nH]c1=O	4.2	-4.5	3.4	12.4	-0.1	-3.4	-6.0	-1.9	-22.6
COc1ccc(C(C)NC(=O)CC23CC4CC(CC(C4)C2)C3)cc1 (stereo unspecified)	32.4	1.6	6.9	21.2	-1.4	3.8	0.4	-1.5	2.1
NC(=O)c1ccc[n+](CC(=O)c2ccccc2)c1	-5.8	11.9	-10.5	-16.8	-0.2	5.1	1.4	2.3	-10.7
C[C@H](NS(=O)(=O)c1ccccc1)C(=O)N1CCN(C(c2ccccc2)c2ccccc2)CC1	30.3	7.0	29.3	-4.9	-1.1	15.2	-1.0	1.3	2.9
CCOC(=O)COc1c(Br)cc(/C=C2\SC(=O)N(CC(=O)N3CCCC3)C2=O)cc1OC	5.1	-1.1	-57.0	12.7	1.4	13.1	4.9	-1.6	-4.6

Other results.
SMILES	tim23-1 inh	CXCR6 block	EBI2 block	Mdm2-MdmX inh	CHOP UPR activ	CCR6 antagonist	APJ agonist	XBP1 UPR activ	APJ antagonist
Cc1ccn2c(NC(C)(C)C)c(-c3cccs3)nc2c1	42.2	0.2	4.2	3.9	-1.1	-4.0	-4.4	0.3	15.8
COc1ccc(Cl)cc1S(=O)(=O)N(C)CC(=O)NCCCn1ccnc1	0.3	6.8	-16.4	16.5	-0.7	-1.2	-0.9	-4.0	16.2
CCN(CC)CCNC(=O)c1cc2c(=O)n(C)c3ccccc3c2s1	5.3	-3.1	7.9	35.8	-0.8	0.6	-2.6	9.8	-13.8
COc1cccc(C(=O)N2CCN(Cc3ccccn3)CC2)c1OC	-3.9	-4.7	-1.5	-15.5	-0.4	2.9	-1.1	-1.4	0.2
CCSc1nc(N)c2c3c(sc2n1)CCC3	7.8	-14.5	-9.6	-67.5	0.2	-12.9	-0.1	8.0	-6.6
CC(C)(C)CC(=O)NCCc1csc(-c2ccccc2)n1	23.0	-5.1	3.7	-33.3	2.8	5.4	-1.2	2.1	17.4
O=C1OC(Nc2ccc3c(c2)OCO3)c2ccccc21 (stereo unspecified)	22.5	-1.8	-52.9	70.1*	0.7	6.8	1.5	-0.1	-1.4
COc1ccc(CCNc2c(N)n(Cc3ccccc3)c(=O)[nH]c2=O)cc1OC	12.1	12.2	-9.5	3.6	1.5	8.4	-4.7	-0.4	7.5
COc1ccccc1N1CCN(C(=O)c2cccc(S(=O)(=O)Nc3ccccc3F)c2)CC1	14.5	0.3	-5.6	-3.1	1.6	7.1	3.2	-4.0	1.4
CSc1nnc2ccc(-c3cccs3)nn12	8.5	-1.1	1.5	14.1	0.6	4.5	0.4	0.2	-15.4
CC(C)(C)c1ccc(OCCC(=O)OCC(=O)NC2CCS(=O)(=O)C2)cc1 (stereo unspecified)	-16.8	-1.5	8.9	9.9	0.3	15.0	-3.8	-4.1	23.4
O=C(Nc1nccs1)c1ccccc1Br	-10.5	-4.0	8.2	39.5	0.7	16.0	-1.0	-1.6	-16.3
COc1ccc(/C=C/C(=O)Nc2cc(S(=O)(=O)N3CCOCC3)ccc2OC)cc1	21.1	0.7	7.9	20.3	1.5	7.8	-0.3	1.7	-4.9
Cc1ccc(S(=O)(=O)Oc2ccccc2N2C(=O)C3CC=CCC3C2=O)cc1 (stereo unspecified)	33.7	-6.4	-12.4	-27.7	-0.5	3.3	1.3	1.5	4.0
NC(=O)C1(N2CCCCC2)CCN(C(=S)Nc2cccc(Cl)c2)CC1	-4.0	-3.1	-4.5	27.0	-1.1	6.7	1.4	-0.7	-8.8
COc1ccc(CNC(=O)c2noc(C)c2[N+](=O)[O-])cc1	-1.6	8.3	-10.5	-16.2	0.1	1.4	-3.3	-1.6	9.8
CC(C)(C)NC(=O)COC(=O)c1ccc(S(=O)(=O)N2CCCC2)cc1	6.9	9.3	-4.5	-16.1	1.1	4.7	-2.2	-0.8	-25.2
CCOc1ccc(C(=O)CCC(=O)N2CCN(S(=O)(=O)c3cccc(F)c3)CC2)cc1	28.9	15.6	1.6	-23.2	1.0	7.7	-5.3	-1.0	-9.3
COc1ccc(Nc2nccc(-c3ccc([N+](=O)[O-])cc3)n2)cc1	6.4	-1.9	-8.2	22.4	0.6	-5.5	2.2	-2.4	-10.1
CCOC(=O)c1ccccc1N/C=C1\CCCC1=O	-6.4	-8.4	9.0	29.3	-1.5	4.4	-1.6	0.3	7.1
COc1ccc(NC2CCCN(C(=O)COc3ccc(Cl)cc3C)C2)cc1OC (stereo unspecified)	7.3	-7.2	2.4	16.3	4.1	-6.0	-2.6	-4.0	-33.5
CCCNc1sc(S(=O)(=O)CCC)nc1S(=O)(=O)c1ccc(C)cc1	10.3	15.9	-4.3	3.6	-0.5	12.9	-2.9	-6.4	26.4
CC1CCN(C(=O)c2ccc([N+](=O)[O-])o2)CC1	55.5*	-12.7	-21.0	17.6	1.6	3.9	4.0	0.8	-0.6
CC(C)CNC(=S)N1CCC(C(=O)c2ccc3c(c2)OCCO3)CC1	21.5	-4.4	-13.7	22.2	-1.0	13.1	-2.5	-1.5	8.1
Cc1nn(C)c(Cl)c1/C=N/OC(=O)c1ccc(F)cc1	16.9	-4.8	-0.9	19.4	2.7	17.8	-4.1	-0.4	15.4

Three entries out of the list, ordered by formula weight, smallest number first:
SMILES	tim23-1 inh	CXCR6 block	EBI2 block	Mdm2-MdmX inh	CHOP UPR activ	CCR6 antagonist	APJ agonist	XBP1 UPR activ	APJ antagonist
Cc1[nH]c2ccccc2c1CN1CCN(c2ccccn2)CC1	18.2	-6.0	11.8	15.1	50.2*	-15.9	-0.4	24.9	0.0
COc1ccc(Nc2nccc(-c3ccc([N+](=O)[O-])cc3)n2)cc1	6.4	-1.9	-8.2	22.4	0.6	-5.5	2.2	-2.4	-10.1
CC(C)(C)NC(=O)COC(=O)c1ccc(S(=O)(=O)N2CCCC2)cc1	6.9	9.3	-4.5	-16.1	1.1	4.7	-2.2	-0.8	-25.2

Other results.
SMILES	tim23-1 inh	CXCR6 block	EBI2 block	Mdm2-MdmX inh	CHOP UPR activ	CCR6 antagonist	APJ agonist	XBP1 UPR activ	APJ antagonist
Cc1cc2c(=O)n(Cc3ccco3)c(SCC(=O)NCc3ccco3)nc2s1	22.6	5.1	2.0	16.0	-2.6	11.4	-3.4	-1.0	9.6
Cc1ccc(NC(=S)NNC(=S)Nc2cccc(C(F)(F)F)c2)cc1	38.7	12.4	27.8	-8.2	0.9	26.9	0.1	1.3	-5.8
Cc1c(NC(=O)COC(=O)C2=COCCO2)cccc1[N+](=O)[O-]	2.1	1.2	-5.8	4.9	-1.2	5.4	-3.3	-0.6	10.1
O=C(/C=C/c1ccccc1Cl)Nc1ccc(-c2nnc3n2CCCCC3)cc1	11.1	-10.9	-6.4	-18.0	2.8	-9.5	1.9	-2.3	-6.1
CC(=O)N1N=C(c2cccc(Cl)c2)OC1c1ccc(C(C)C)cc1 (stereo unspecified)	9.9	-4.2	5.2	-4.6	1.9	9.0	-3.8	2.7	-10.4
O=c1oc(C2(O)CCCCC2)cc2ccc(/C=C/c3ccc(F)cc3)cc12	19.6	-10.7	-16.8	20.0	2.2	15.9	-1.7	1.8	-3.7
COc1ccccc1NS(=O)(=O)c1cccc(NC(=O)NCCCl)c1	-0.1	-8.4	1.6	-31.4	0.0	7.5	-2.8	-1.3	14.7
COc1ccc(-c2ccc3c(c2)S(=O)(=O)c2cccc(C(=O)NCCOc4ccccc4)c2C3=O)cc1OC	4.6	-3.3	-1.0	75.9*	13.4	3.3	-0.4	3.9	2.6

The list is partial. The share of hits here may be higher or lower than overall.
